KCNQ1 inh = blocks the human KCNQ1 potassium channel; P51787; CHO-K1 KCNQ1, FluxOR thallium flux fluorescence; hits give high values; B-score at 10 µM; 1.3% of 310,000 active; AID 2642;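 active = compounds whose thallium flux B-score, printed positive for inhibition, exceeds three library SD while starting fluorescence stays within three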;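 also: channel opened by potassium depolarization with thallium stimulus after 20 min compound exposure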
Target sequence (P51787 whole entry, looked up): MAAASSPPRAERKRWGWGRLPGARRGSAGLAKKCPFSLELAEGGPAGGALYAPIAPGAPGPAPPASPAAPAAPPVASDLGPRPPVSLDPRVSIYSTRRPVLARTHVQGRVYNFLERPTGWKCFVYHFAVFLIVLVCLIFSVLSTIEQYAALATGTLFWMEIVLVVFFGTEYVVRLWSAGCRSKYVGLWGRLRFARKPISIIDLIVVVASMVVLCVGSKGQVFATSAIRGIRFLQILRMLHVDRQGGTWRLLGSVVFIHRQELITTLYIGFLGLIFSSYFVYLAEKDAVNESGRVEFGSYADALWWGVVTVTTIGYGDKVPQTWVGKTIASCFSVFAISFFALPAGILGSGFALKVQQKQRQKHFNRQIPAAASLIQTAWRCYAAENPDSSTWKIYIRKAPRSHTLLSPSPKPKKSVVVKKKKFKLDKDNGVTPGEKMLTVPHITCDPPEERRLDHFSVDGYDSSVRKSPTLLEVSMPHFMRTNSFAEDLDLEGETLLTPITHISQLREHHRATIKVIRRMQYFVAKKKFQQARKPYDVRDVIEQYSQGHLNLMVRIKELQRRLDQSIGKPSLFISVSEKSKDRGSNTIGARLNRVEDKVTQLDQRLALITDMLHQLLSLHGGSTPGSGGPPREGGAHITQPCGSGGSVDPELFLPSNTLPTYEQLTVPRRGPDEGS
hERG rescue = hERG (human) protection from proarrhythmic block | Q12809 | CHO-hERG, FluxOR thallium flux, dofetilide IC70 present | activation (rescue from dofetilide block), less the hit threshold, % at 10 µM | 0.51% of 310,000 active;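 active = activation above the mean of controls blocked by dofetilide plus 5 SD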;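 also: thallium influx through hERG after potassium depolarization seen as dye fluorescence rise; in these data hits start at about 4.7%; inactives centre near -7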
KCNK3 block = human KCNK3 channel inhibition, primary screen. O14649. CHO-KCNK3 thallium flux, FluxOR fluorescence; hits give low values. B-score at 10 µM. 0.84% of 340,000 active. AID 602410;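 active = B-score under library mean minus 4 SD, starting fluorescence ratio at most library mean plus 5 SD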;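 also: more negative B-score means stronger inhibition of thallium flux through KCNK3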
Target sequence (O14649 whole entry, looked up): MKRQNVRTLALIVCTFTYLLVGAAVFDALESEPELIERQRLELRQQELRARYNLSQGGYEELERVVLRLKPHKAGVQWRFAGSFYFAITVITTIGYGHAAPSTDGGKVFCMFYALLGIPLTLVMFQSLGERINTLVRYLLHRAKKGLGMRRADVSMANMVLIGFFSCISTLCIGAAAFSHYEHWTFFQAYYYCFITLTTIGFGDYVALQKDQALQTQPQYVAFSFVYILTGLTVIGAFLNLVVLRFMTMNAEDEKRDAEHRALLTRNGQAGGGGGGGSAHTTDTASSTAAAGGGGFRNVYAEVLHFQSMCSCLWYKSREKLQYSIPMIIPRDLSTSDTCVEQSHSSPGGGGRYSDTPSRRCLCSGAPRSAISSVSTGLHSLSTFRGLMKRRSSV
KCNK9 block = blocks the human KCNK9 two-pore domain potassium channel. Q9NPC2. HEK293 KCNK9, FluxOR thallium flux fluorescence; hits give low values. B-score at 10 µM. 1.2% of 310,000 active. AID 488922;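 active = ratio B-score over 3 SD below the library mean, with starting fluorescence within 5 SD of its mean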;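 also: negative B-score means less thallium flux so channel inhibition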
GSK3beta inhib = human GSK3beta kinase inhibition | P49841 | GST-GSK3beta kinase, ADP-Glo luminescence, 60 min; hits give low values | activity score (negative = inhibition), % at 10 µM | 0.038% of 300,000 active | AID 2097;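 active = more than half of replicate wells score below -50%, meaning over 50% inhibition versus plate controls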;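 also: 0% = median DMSO wells and -100% = median GW8510 positive control wells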
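test system = GST-tagged human GSK3beta kinase, cell-free | reagent = 25 µM ATP with peptide substrate | dosing = one dose of 10 µM per compound | schedule = 60 min reaction, RT | detection = luminescent ADP-Glo measurement of ADP formed | control set = DMSO neutral wells and GW8510 at 20 µM as positive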
PolyA inhibitor = yeast polyadenylation inhibition; AID 1875; S. cerevisiae SKY197-pL101 polyadenylation reporter, beta-gal luminescence; efflux-impaired pdr1/pdr3 knockout yeast; score 100 = 6 SD above DMSO; calls only at 12 µM; 0.02% of 300,000 active;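 active = lowest replicate activity score at least 50, where 100 means six control SD above control mean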;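 also: yeast exposed to compound for 9 h at 30 °C; higher score means more reporter readthrough which indicates perturbed polyadenylation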
RGS4 pot = RGS4 potentiation or activation; HEK293 M3R/inducible RGS4, carbachol calcium flux Fluo4; hits give low values; B-score at 10 µM; 0.92% of 310,000 active;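 active = B-score of the integrated calcium signal more than 4 SD below the library mean, with starting fluorescence not abnormally high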;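 also: negative B-score means reduced calcium response which marks RGS4 activation or potentiation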
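Material: Inducible-RGS4 HEK293 cells carrying M3 receptor; also added: carbachol at ECmax as muscarinic agonist stimulus; incubation: compound preincubation 20 min at room temperature before agonist; signal: Fluo4-AM (2 µM) calcium-flux fluorescence, kinetic read; measure: integrated calcium ratio converted to B score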
RGS4 inh = inhibitors of human RGS4; B-score at 10 µM; 0.45% of 310,000 active; HEK293 M3R/RGS4 inducible, Fluo-4 calcium flux; hits give high values; triggered by carbachol at its EC20; P49798;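 active = B-score, a plate-corrected calcium signal, over three deviations above library mean, with baseline fluorescence within five deviations of library mean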;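 also: RGS4 expression induced by doxycycline in cells with stable M3 receptor; B-score is computed from the integrated fluorescence ratio over baseline after carbachol; higher B-score means a larger calcium signal and so more RGS4 inhibition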
KCNQ1 act = potentiates or activates the human KCNQ1 potassium channel; P51787; CHO-K1 KCNQ1, thallium flux FluxOR fluorescence; hits give high values; B-score at 10 µM; 0.35% of 310,000 active;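 active = fluorescence ratio B-score, a plate-corrected score, at least three library SD, with initial intensity B-score within 5 SD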
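assay system = CHO-K1 cells stably expressing KCNQ1 | medium = assay buffer, equal DMSO in all wells | timing = 37 °C overnight plating, 90-min dark dye load, 20-min compound pretreatment | measured by = kinetic FluxOR thallium fluorescence, 10-s 1-Hz baseline, 110-s post-stimulus read | measure = fluorescence change relative to baseline, converted to B score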
GSK3 alpha inh = blocks human GSK-3 alpha kinase; P49840; ADP-Glo luminescence, 60 min; 0.1% of 320,000 active; inhibition, % at 10 µM; AID 2650;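 in the data active = inhibition above about 50%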;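 also: GST-tagged GSK-3 alpha with peptide substrate and 25 µM ATP; 0% = DMSO neutral wells and 100% = GW8510 positive control wells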
DYRK1A inh = Dyrk1A (rat) kinase inhibition | ADP-Glo luminescence, NFATc1 peptide | inhibition, % at 12.5 µM | 0.43% of 310,000 active | AID 504441; in the data active = inhibition above about 50%;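 also: plate controls were vehicle with enzyme for no effect and no enzyme for full effect; many of its hits are not listed in these tables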
* hit, by the source's call.

What do the screens show for `C/C(=N\NC(=O)c1ccncc1)c1ccc(NC(=O)c2ccc(Cl)cc2)cc1`?
KCNQ1 inh: inactive; hERG rescue: -15; KCNK3 block: inactive; KCNK9 block: inactive; GSK3beta inhib: -25; PolyA inhibitor: inactive; RGS4 pot: inactive; RGS4 inh: inactive; KCNQ1 act: inactive; GSK3 alpha inh: -1; DYRK1A inh: 4

Results for C=C(C)CSc1nnc(-c2ccccc2)n1N ?
KCNQ1 inh: inactive; hERG rescue: -1; KCNK3 block: inactive; KCNK9 block: inactive; GSK3beta inhib: -2; PolyA inhibitor: inactive; RGS4 pot: inactive; RGS4 inh: inactive; KCNQ1 act: inactive; GSK3 alpha inh: -1; DYRK1A inh: 1

How did C#CCOc1c(Cl)cc(/C=C2/C(=O)ON=C2C)cc1OCC do in these assays?
KCNQ1 inh: inactive; hERG rescue: -7; KCNK3 block: inactive; KCNK9 block: inactive; GSK3beta inhib: 2; PolyA inhibitor: inactive; RGS4 pot: inactive; RGS4 inh: inactive; KCNQ1 act: inactive; GSK3 alpha inh: -4; DYRK1A inh: -5

Results for COc1ccc(S(=O)(=O)N2CCOCC2)cc1NC(=O)c1cccc(Cl)c1 ?
KCNQ1 inh: inactive; hERG rescue: -7; KCNK3 block: inactive; KCNK9 block: inactive; GSK3beta inhib: 0; PolyA inhibitor: inactive; RGS4 pot: inactive; RGS4 inh: inactive; KCNQ1 act: inactive; GSK3 alpha inh: 1; DYRK1A inh: -5

Results for O=C1Cc2ccccc2C(c2ccccc2)N1 (stereo not given) ?
KCNQ1 inh: inactive; hERG rescue: -3; KCNK3 block: inactive; KCNK9 block: inactive; GSK3beta inhib: 1; PolyA inhibitor: inactive; RGS4 pot: inactive; RGS4 inh: inactive; KCNQ1 act: inactive; GSK3 alpha inh: 1

What do the screens show for `C=CCNc1nc(-c2cc3ccccc3o2)cs1`?
KCNQ1 inh: inactive; hERG rescue: -4; KCNK3 block: inactive; KCNK9 block: inactive; GSK3beta inhib: 1; PolyA inhibitor: inactive; RGS4 pot: inactive; RGS4 inh: inactive; KCNQ1 act: inactive; GSK3 alpha inh: 0; DYRK1A inh: 14

What do the screens show for `COc1cccc(-c2cc(C(=O)N3CC4(C)CC3CC(C)(C)C4)no2)c1` (stereo not given)?
KCNQ1 inh: inactive; hERG rescue: -9; KCNK3 block: inactive; KCNK9 block: -6.8*; GSK3beta inhib: 1; RGS4 pot: inactive; RGS4 inh: inactive; KCNQ1 act: inactive; GSK3 alpha inh: -3; DYRK1A inh: 2

What do the screens show for `COc1ccc(N/C=C/C(=O)c2sc(-c3ccccc3)nc2C)cc1`?
KCNQ1 inh: inactive; hERG rescue: -18; KCNK3 block: inactive; KCNK9 block: inactive; GSK3beta inhib: -3; PolyA inhibitor: inactive; RGS4 pot: inactive; RGS4 inh: inactive; KCNQ1 act: inactive; GSK3 alpha inh: -1; DYRK1A inh: 2

What do the screens show for `Cc1cc(=O)[nH]c(SC(C(=O)O)c2ccccc2)n1` (stereo not given)?
KCNQ1 inh: inactive; hERG rescue: -4; KCNK3 block: inactive; KCNK9 block: inactive; GSK3beta inhib: 1; PolyA inhibitor: inactive; RGS4 pot: inactive; RGS4 inh: inactive; KCNQ1 act: inactive; GSK3 alpha inh: -1; DYRK1A inh: -8

Results for CCOC(=O)N1CCN(CC(O)COc2c(C)cc(C)cc2C)CC1 (stereo not given) ?
KCNQ1 inh: inactive; hERG rescue: -2; KCNK3 block: inactive; KCNK9 block: inactive; GSK3beta inhib: 12; PolyA inhibitor: inactive; RGS4 pot: inactive; RGS4 inh: inactive; KCNQ1 act: inactive; GSK3 alpha inh: -3; DYRK1A inh: 0

How did Cn1c(O)c(N=NC(=O)CNC(=O)c2cccnc2)c2ccccc21 do in these assays?
KCNQ1 inh: inactive; hERG rescue: -9; KCNK3 block: inactive; KCNK9 block: inactive; GSK3beta inhib: -3; PolyA inhibitor: inactive; RGS4 pot: inactive; RGS4 inh: inactive; KCNQ1 act: inactive; GSK3 alpha inh: 0; DYRK1A inh: 4

What do the screens show for `CCn1c(NCc2ccccc2NS(=O)(=O)c2ccc(C)cc2)nc2ccccc21`?
KCNQ1 inh: inactive; hERG rescue: -7; KCNK3 block: inactive; KCNK9 block: inactive; GSK3beta inhib: 0; PolyA inhibitor: inactive; RGS4 pot: inactive; RGS4 inh: inactive; KCNQ1 act: inactive; GSK3 alpha inh: -2; DYRK1A inh: 5

Results for CCOc1ccc(C(=O)Nc2ccc3c(c2)OCO3)cc1OCC ?
KCNQ1 inh: inactive; hERG rescue: -3; KCNK3 block: inactive; KCNK9 block: inactive; GSK3beta inhib: 1; PolyA inhibitor: inactive; RGS4 pot: inactive; RGS4 inh: inactive; KCNQ1 act: inactive; GSK3 alpha inh: -2; DYRK1A inh: 5

What do the screens show for `COc1cc(/C=N/NC(=O)c2ccncc2)cc2c1OCO2`?
KCNQ1 inh: inactive; hERG rescue: -6; KCNK3 block: inactive; KCNK9 block: inactive; GSK3beta inhib: 1; PolyA inhibitor: inactive; RGS4 pot: inactive; RGS4 inh: inactive; KCNQ1 act: inactive; GSK3 alpha inh: -1; DYRK1A inh: 0

How did Nc1cc(=O)[nH]c(SCc2nnnn2-c2ccc(Cl)cc2)n1 do in these assays?
KCNQ1 inh: inactive; hERG rescue: -3; KCNK3 block: inactive; KCNK9 block: inactive; GSK3beta inhib: -8; PolyA inhibitor: inactive; RGS4 pot: inactive; RGS4 inh: inactive; KCNQ1 act: inactive; GSK3 alpha inh: 0; DYRK1A inh: -4

Results for O=C(Cn1cnc2c(oc3ccccc32)c1=O)N1CCCc2ccccc21 ?
KCNQ1 inh: inactive; hERG rescue: -12; KCNK3 block: inactive; KCNK9 block: inactive; GSK3beta inhib: 4; PolyA inhibitor: inactive; RGS4 pot: inactive; RGS4 inh: inactive; KCNQ1 act: inactive; GSK3 alpha inh: -2; DYRK1A inh: -5

How did COc1ccc(C(=O)Oc2cc(N)n(S(=O)(=O)c3ccccc3)n2)cc1 do in these assays?
KCNQ1 inh: inactive; hERG rescue: -8; KCNK3 block: inactive; KCNK9 block: inactive; GSK3beta inhib: 1; PolyA inhibitor: inactive; RGS4 pot: inactive; RGS4 inh: inactive; KCNQ1 act: inactive; GSK3 alpha inh: -1; DYRK1A inh: -1

How did COc1ccc(C2=NN(C(=O)CSc3ncccn3)C(c3cccc(OC)c3OC)C2)cc1 (stereo not given) do in these assays?
KCNQ1 inh: inactive; hERG rescue: -7; KCNK3 block: inactive; KCNK9 block: inactive; GSK3beta inhib: -1; PolyA inhibitor: inactive; RGS4 pot: inactive; RGS4 inh: inactive; KCNQ1 act: inactive; GSK3 alpha inh: 4; DYRK1A inh: -1

What do the screens show for `CCOC(=O)c1sc(SCC(=O)Nc2ccc(N(C)C)cc2)nc1N`?
KCNQ1 inh: inactive; hERG rescue: -11; KCNK3 block: inactive; KCNK9 block: inactive; GSK3beta inhib: 2; PolyA inhibitor: inactive; RGS4 pot: inactive; RGS4 inh: inactive; KCNQ1 act: inactive; GSK3 alpha inh: 1; DYRK1A inh: 3

How did COc1ccc(SC[C@H](CC(C)C)N2CCN(C)CCC2=O)cc1 do in these assays?
KCNQ1 inh: inactive; hERG rescue: -11; KCNK3 block: inactive; KCNK9 block: inactive; GSK3beta inhib: -3; PolyA inhibitor: inactive; RGS4 pot: inactive; RGS4 inh: inactive; KCNQ1 act: inactive; DYRK1A inh: 7

What do the screens show for `Cc1cc(C)nc(NS(=O)(=O)c2ccc(NC(=O)c3ccc4c(c3)OCCO4)cc2)n1`?
KCNQ1 inh: inactive; hERG rescue: -13; KCNK3 block: inactive; KCNK9 block: inactive; GSK3beta inhib: 2; PolyA inhibitor: inactive; RGS4 pot: inactive; RGS4 inh: inactive; KCNQ1 act: inactive; GSK3 alpha inh: -4; DYRK1A inh: -3

What do the screens show for `O=C(CCCCCn1c(=S)[nH]c2ccc(N3CCOCC3)cc2c1=O)NC1CCN(Cc2ccccc2)CC1`?
KCNQ1 inh: inactive; hERG rescue: -3; KCNK3 block: inactive; KCNK9 block: inactive; GSK3beta inhib: -4; PolyA inhibitor: inactive; RGS4 pot: inactive; RGS4 inh: inactive; KCNQ1 act: inactive; GSK3 alpha inh: 0

How did CCOC(=O)C1(C)/C(=N/Nc2ccccc2Cl)C(=O)C(=O)N1c1ccccc1 (stereo not given) do in these assays?
KCNQ1 inh: inactive; hERG rescue: -8; KCNK3 block: inactive; KCNK9 block: inactive; GSK3beta inhib: -1; PolyA inhibitor: inactive; RGS4 pot: inactive; RGS4 inh: inactive; KCNQ1 act: inactive; GSK3 alpha inh: -3; DYRK1A inh: -5

How did CCS(=O)(=O)Nc1cccc(C2=NN(S(=O)(=O)c3ccc(C)cc3)C(c3ccco3)C2)c1 (stereo not given) do in these assays?
KCNQ1 inh: inactive; hERG rescue: -5; KCNK3 block: inactive; KCNK9 block: inactive; GSK3beta inhib: -1; PolyA inhibitor: inactive; RGS4 pot: inactive; RGS4 inh: inactive; KCNQ1 act: inactive; GSK3 alpha inh: 1; DYRK1A inh: 6

How did CC(C)(C)c1cc(C(=O)N/N=C/c2ccc(O)cc2)n(-c2ccccc2)n1 do in these assays?
KCNQ1 inh: inactive; hERG rescue: -14; KCNK3 block: inactive; KCNK9 block: inactive; GSK3beta inhib: -2; PolyA inhibitor: inactive; RGS4 pot: inactive; RGS4 inh: inactive; KCNQ1 act: inactive; GSK3 alpha inh: -1; DYRK1A inh: -3

How did CCCn1nnnc1NCc1ccc(N(CC)CC)cc1 do in these assays?
KCNQ1 inh: inactive; hERG rescue: -8; KCNK3 block: inactive; KCNK9 block: inactive; GSK3beta inhib: 1; PolyA inhibitor: inactive; RGS4 pot: inactive; RGS4 inh: inactive; KCNQ1 act: inactive; GSK3 alpha inh: -1; DYRK1A inh: 1

Results for COc1ccc2cc3cc(C(=O)Nc4ccc5c(c4)OCO5)oc3nc2c1 ?
KCNQ1 inh: inactive; hERG rescue: -7; KCNK3 block: inactive; KCNK9 block: inactive; GSK3beta inhib: 1; PolyA inhibitor: inactive; RGS4 pot: inactive; RGS4 inh: inactive; KCNQ1 act: inactive; GSK3 alpha inh: 0; DYRK1A inh: -4

Source: PubChem (several laboratories)

This is a subset. The share of hits here may be higher or lower than overall.
